Assay outcomes as filed in PubChem BioAssay.
hcDAF12 agonist: H. contortus DAF-12 nuclear receptor activators, primary screen, cell-based, luminescence, HEK293, lit1-tk-luc reporter | AID 652067, 2013 | HEK293 hcDAF-12 lit1-tk-luc reporter; 0% DMSO, 100% Δ7-dafachronic acid | activation, % at 6.8 µM | 370,000 compounds, 1.4% hits;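 active = activation above the mean of all tested compounds plus 3 SD, cut at about 5.5% in these data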;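 note: 100% = response to 3 µM Δ7-dafachronic acid high control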
DAX1 inh-1: DAX1 (NR0B1) inhibitors on StAR promoter, primary screen, cell-based, luminescence, SF-1 (NR5A1), full-length DAX-1; HEK293T StAR-luciferase reporter, SF-1/DAX-1 repression relief; inhibition, % at 6.8 µM; 370,000 compounds, 1.1% hits; AID 652010, 2013;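 active = inhibition above the mean over all tested compounds plus 3 SD, cut at about 3.6% in these data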;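 note: 0% = DAX-1 cells with DMSO and 100% = cells lacking DAX-1 with DMSO; higher inhibition means more luminescence from relief of DAX-1 repression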
hgDAF-12 ag: H. glycines DAF-12 receptor agonists, primary screen, cell-based, luminescence, HEK293, GAL4 fusion, UAS-luciferase; HEK293 GAL4-hgDAF12 UAS-luciferase reporter, agonist luminescence; normalized to butyrate control; activation, % at 6.8 µM; 370,000 compounds, 1.8% hits; AID 687014, 2013;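 active = activation above a cutoff set at the mean of all screened compounds plus 3 SD, cut at about 10% in these data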;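 note: 0% = DMSO wells and 100% = sodium butyrate wells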
PLC-gamma1 inh: PLC-gamma1 enzyme inhibitors, primary screen, biochemical, fluorescence, purified enzyme | fluorogenic substrate | 370,000 compounds, 0.84% hits | 1-phosphatidylinositol 4,5-bisphosphate phosphodiesterase gamma-1 (Homo sapiens), P19174 | inhibition, % at 12.2 µM; in the data active = inhibition above about 9.5%
FXN GAA850 act: FXN promoter activators, primary screen, cell-based, luciferase luminescence, HEK293 lucGAA850. HEK293 lucGAA850 FXN promoter luciferase reporter, 24 h; percent of 10 µM SAHA response. activation, % at 6 µM. 360,000 compounds, 0.56% hits;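 active = activation above the average of all compounds screened plus 3 SD, cutoff fixed separately per campaign, cut at about 7.5% in these data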;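 note: 0% = DMSO wells and 100% = 10 µM SAHA wells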
DAX1 inh-2: DAX1 (NR0B1) inhibitors, primary screen, cell-based, HEK293, Gal4-DAX1, luciferase luminescence; AID 504766, 2011; HEK293 Gal4-DAX1 luciferase reporter; inhibition, % at 6.75 µM; Nuclear receptor subfamily 0 group B member 1 (Homo sapiens), P51843; 340,000 compounds, 0.99% hits;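 active = inhibition above the mean over all tested compounds plus 3 SD, cut at about 4.2% in these data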;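 note: 0% = DAX1-transfected cells with DMSO and 100% = empty-vector control cells with DMSO; inhibition shows as a rise in luminescence from relieved DAX1 repression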
Target sequence (P51843 207-470 limits assumed): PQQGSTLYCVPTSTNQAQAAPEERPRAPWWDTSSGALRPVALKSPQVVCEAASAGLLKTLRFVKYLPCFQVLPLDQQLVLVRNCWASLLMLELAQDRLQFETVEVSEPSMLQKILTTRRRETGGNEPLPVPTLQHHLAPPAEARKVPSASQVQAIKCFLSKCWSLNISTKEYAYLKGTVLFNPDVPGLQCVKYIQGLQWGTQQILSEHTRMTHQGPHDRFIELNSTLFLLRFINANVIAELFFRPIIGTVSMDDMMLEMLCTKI
HGIII-sPLA2 inh: human group III sPLA2 inhibitors, primary screen, biochemical, QFRET, BODIPY PC-A2 liposome substrate | Group 3 secretory phospholipase A2 (Homo sapiens), Q9NZ20 | QFRET BODIPY PC-A2 liposome hydrolysis, fluorescence | inhibition, % at 12.2 µM | 370,000 compounds, 0.56% hits;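 active = inhibition above mean plus 3 SD of compounds lying within the high and low control bounds, cut at about 19% in these data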;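 note: 0% = median of test compound wells and 100% = no enzyme DMSO wells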
Target sequence (Q9NZ20 whole entry, looked up): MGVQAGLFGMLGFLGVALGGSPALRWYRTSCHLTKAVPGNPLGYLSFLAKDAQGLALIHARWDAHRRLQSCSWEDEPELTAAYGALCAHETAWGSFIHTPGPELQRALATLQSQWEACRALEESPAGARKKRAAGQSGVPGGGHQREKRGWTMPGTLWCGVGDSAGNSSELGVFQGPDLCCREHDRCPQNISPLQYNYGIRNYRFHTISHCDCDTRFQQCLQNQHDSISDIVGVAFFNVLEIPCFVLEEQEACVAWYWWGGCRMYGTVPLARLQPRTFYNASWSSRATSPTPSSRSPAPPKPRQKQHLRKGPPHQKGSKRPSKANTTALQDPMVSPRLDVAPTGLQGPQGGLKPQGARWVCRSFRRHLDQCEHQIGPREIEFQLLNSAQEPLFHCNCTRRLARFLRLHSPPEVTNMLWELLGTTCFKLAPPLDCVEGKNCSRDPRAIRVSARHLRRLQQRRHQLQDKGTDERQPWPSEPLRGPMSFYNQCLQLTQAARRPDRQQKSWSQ
ADAM10 inh: human ADAM10 inhibitors, primary screen, biochemical, QFRET, HTS; Disintegrin and metalloproteinase domain-containing protein 10 (Homo sapiens), O14672; recombinant ADAM10, EDANS/DABCYL FRET peptide cleavage, 3 h; inhibition, % at 7 µM; 370,000 compounds, 0.62% hits; AID 720582, 2013;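 active = inhibition above a per-campaign cutoff equal to the mean of compounds falling between control-based bounds plus 3 SD, cut at about 20% in these data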;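 note: 0% = DMSO wells while the 100% control is not disclosed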
ssDAF-12 act: S. stercoralis DAF-12 nuclear receptor activators, primary screen, cell-based, luminescence, HEK293, GRIP1 co-expression, lit1-tk-luc; HEK293 ssDAF-12/GRIP1 lit1-tk-luc reporter; % of 3 µM dafachronic acid response; activation, % at 6.8 µM; 370,000 compounds, 1% hits; Nuclear hormone receptor DAF-12 (Strongyloides stercoralis);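 active = activation above the mean over all tested compounds plus 3 SD, cut at about 0.9% in these data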;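 note: 0% = DMSO-only wells and 100% = 3 µM delta7-dafachronic acid wells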
PLCb3 inh: human PLC-beta3 inhibitors, primary screen, biochemical, fluorescence. Purified PLC-beta3, fluorogenic substrate. inhibition, % at 12.2 µM. 370,000 compounds, 0.18% hits. AID 720704, 2013. 1-phosphatidylinositol 4,5-bisphosphate phosphodiesterase beta-3 (Homo sapiens), Q01970; in the data active = inhibition above about 11%;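 note: 0% = median of compound wells on plate and 100% = full blocker control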
ADAM17 inh: ADAM17 inhibitors, primary screen, biochemical, QFRET. recombinant ADAM17, EDANS/DABCYL FRET peptide cleavage. inhibition, % at 6.95 µM. 370,000 compounds, 0.83% hits;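 active = inhibition above the mean of compounds lying between control limits plus 3 SD, set per campaign, cut at about 8.5% in these data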;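 note: 0% = DMSO-only wells as the low control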
* hit, by the source's call; . = no result given. Compounds as they come. About 6.9% of those tested had a hit in this group.

SMILES	hcDAF12 agonist	DAX1 inh-1	hgDAF-12 ag	PLC-gamma1 inh	FXN GAA850 act	DAX1 inh-2	HGIII-sPLA2 inh	ADAM10 inh	ssDAF-12 act	PLCb3 inh	ADAM17 inh
Cc1cccc(N2CCN(S(=O)(=O)c3cccs3)CC2)c1C	-2.2	0.3	4.4	0	-0.7	-0.4	2	12	0.1	-30	8
COc1ccc(-c2nc(CN3CCN(c4ncnc5ccccc45)CC3)c(C)o2)c(OC)c1	-4.4	-2.6	-5.8	-6	-0.5	-3.4	-14	-3	-3.1	-7	-2
C=CCN=C1SCC(=O)N1S(=O)(=O)c1ccccc1	-0.4	0.4	-1.5	-2	0.0	1.4	-23	-8	-1.3	-4	1
CC(C)(C)Nc1nc(Cl)nc(NCCN2CCOCC2)n1	-0.5	0.1	0.1	0	1.6	5.4*	3	1	-1.3	-9	-2
COc1ccccc1OCCNC(=O)c1ccc(NC(=O)CC2SC(N3CCCC3)=NC2=O)cc1 (configuration not stated)	-2.1	0.5	0.2	-1	-1.0	-0.8	-8	-4	-1.0	-4	-2
Cc1ccc(CNC(=O)CS(=O)Cc2nc(-c3ccccc3C)oc2C)cc1 (configuration not stated)	-0.1	-0.7	-0.9	1	0.5	3.4	-2	9	-0.9	1	-1
C/C(=N\NC(=O)C1CC1)c1ccc(OC(F)F)cc1	-2.8	1.1	-0.9	2	1.9	0.2	13	-5	-0.5	-5	4
COc1ccc(CCNC(=O)COc2ccc3c(c2)OCO3)cc1	2.1	-1.6	0.2	-3	1.5	-0.7	0	-13	-1.0	-6	0
O=C1N(c2ccccc2)CC2CC(c3ccccc3)N3CCCC123 (configuration not stated)	-0.4	-1.6	-1.8	-2	.	.	12	-16	-0.7	-5	-8
CC(=O)Nc1ccc(SCCN2CC[C@@H](C(C)(C)C)CCC2=O)cc1	-1.3	0.0	-0.7	1	-0.2	1.3	-3	-2	-1.1	0	-2
Cc1ccsc1/C=N/Nc1nc2ccccc2s1	21*	7.1*	20*	-50	2.7	2.9	6	-6	5.5*	-58	4
CCCN(Cc1nnc(-c2ccccc2Cl)o1)C(=O)c1cc([N+](=O)[O-])cc([N+](=O)[O-])c1	-0.4	0.1	-2.4	0	1.8	-1.3	-5	0	-1.5	1	1
CC1CN(CC(O)COC2CCC(C(C)(C)C)CC2)CC(C)O1 (configuration not stated)	0.6	0.2	3.3	-1	2.9	1.1	-2	-1	-1.6	5	2
Cc1ccc(CNC(=O)CCS(=O)(=O)c2cc3c(cc2Cl)NC(=O)CO3)o1	-2.9	-0.6	1.5	3	-0.5	0.1	-2	-2	-0.5	5	1
COc1ccc(C(=O)NNC(=O)Cc2nc3nc(C)cc(C)n3n2)cc1	-0.9	0.0	-1.4	4	0.4	0.2	-2	1	-1.6	-8	-3
CC1CCCCC12NC(=O)N(CC(=O)NCCc1ccccc1)C2=O (configuration not stated)	3.5	-0.6	4.3	0	-0.6	2.4	3	-12	-0.8	0	-2
COc1ccc(Cl)cc1C(=O)NNC(=O)CCNS(=O)(=O)c1ccccc1	2.8	0.2	0.9	-1	0.3	1.6	-6	-7	-0.7	4	-1
COc1ccc(NC(=O)CSc2ccccn2)cc1OC	0.0	-0.1	-0.5	6	6.6	-0.2	2	3	-0.6	-1	3
C/C(=C\C(=O)C(F)(F)F)Nc1cc(C)cc(C)c1	-0.2	0.0	-0.2	1	-2.5	0.2	6	-3	-0.9	1	-3
O=C(O)CCn1c2c(c3ccccc31)CCCC2	0.5	-0.4	2.3	1	-1.9	-0.1	4	-29	-1.6	-6	-7

Continued (two carried over from the part before).
SMILES	hcDAF12 agonist	DAX1 inh-1	hgDAF-12 ag	PLC-gamma1 inh	FXN GAA850 act	DAX1 inh-2	HGIII-sPLA2 inh	ADAM10 inh	ssDAF-12 act	PLCb3 inh	ADAM17 inh
C/C(=C\C(=O)C(F)(F)F)Nc1cc(C)cc(C)c1	-0.2	0.0	-0.2	1	-2.5	0.2	6	-3	-0.9	1	-3
O=C(O)CCn1c2c(c3ccccc31)CCCC2	0.5	-0.4	2.3	1	-1.9	-0.1	4	-29	-1.6	-6	-7
O=C(NCC1CCCO1)c1ccc(CNS(=O)(=O)c2ccc(F)c(Cl)c2)cc1 (configuration not stated)	-1.8	-0.1	1.4	3	0.2	-1.1	-4	2	-1.0	-2	0
COc1ccccc1CN1C(=O)CCC1(C)C(=O)NC1CCCCCC1 (configuration not stated)	0.9	-1.0	-3.6	3	-1.1	0.0	-2	3	-1.6	4	0
CCOC(=O)[C@@]12CCCC=C1N(CCc1ccc(Cl)cc1)C(=O)[C@H]2CC(=O)NCC12CC3CC(CC(C3)C1)C2	-0.9	-0.6	3.4	0	.	.	-9	-3	-1.2	-3	-2
Nc1ccn([C@@H]2O[C@H](C(=O)N[C@H]3CCCCNC3=O)[C@@H](O)[C@H]2O)c(=O)n1	0.6	-0.7	0.2	0	.	.	3	-8	-1.1	5	-3
CCN1C(=O)c2cccc3c(S(=O)(=O)Nc4ccccc4O)ccc1c23	2.5	-0.7	-4.3	-84	1.6	0.5	-4	0	-0.5	-121	-1
CC(=O)Nc1ccc(SCC(=O)c2cc(C)n(-c3ccccc3F)c2C)cc1	-6.3	-2.4	-12	0	-12	-2.1	-19	8	-2.8	0	2
COc1cc2c(cc1OC)[C@@H](NC(=O)COc1ccccc1)[C@H](OCc1ccccc1)C2	-0.4	-1.7	-0.9	5	-0.5	-1.5	13	-2	-0.8	-2	-2
Cc1cc(C)nc(NC(=NCCc2c[nH]c3ccccc23)NC(=O)Nc2ccc(Cl)cc2)n1	-0.7	0.2	-3.1	0	3.9	-0.4	-6	-11	-0.8	1	-7
Cc1cc(C)cc(OCC(=O)Nc2ccc(-n3cnnn3)cc2)c1	-1.7	-1.4	-2.1	2	-0.2	0.4	-6	-8	-1.5	-1	-2
COc1ccc(NS(=O)(=O)c2cc([N+](=O)[O-])ccc2NN=Cc2ccccc2OCC(=O)O)cc1	-1.5	-1.4	-0.7	-153	0.6	0.6	-39	-1	-0.7	-267	0
COc1cccc(-c2n[nH]c3c2CCC3)c1	-0.3	0.2	2.4	3	-0.6	0.7	-3	-3	-1.4	3	-2
C[C@@H]1[C@@H](Sc2ccccc2)CC(=O)O[C@@H]1c1ccc(-c2ccccc2)cc1	-4.1	-2.2	-1.5	3	3.8	-4.0	-4	10	-2.2	0	4
CC1CN(C(=S)Nc2cccc(Cl)c2)CC(C)O1 (configuration not stated)	-2.2	-0.4	-1.2	0	-1.1	-0.7	3	5	-0.7	-2	-4
CC(=O)c1ccc(S(=O)(=O)Nc2ccc(-c3ccc4nncn4n3)cc2)cc1	-1.3	0.2	-0.6	-6	2.5	-1.1	1	6	-1.1	-4	1
CN(C)c1cccc(F)c1C(=O)NC(=O)Nc1ccc(Cl)cc1	-0.1	-4.1	3.1	-10	-4.5	-3.0	6	-2	-1.3	-11	-1
Cc1nn(C)cc1CN(C)C(=O)C1CCC(=O)N(CCc2cccc(F)c2)C1 (configuration not stated)	-0.6	0.1	0.8	2	1.4	1.1	-4	-3	-1.0	3	-2
Cc1ccc(NC(=O)c2ccc(-c3cc(Cl)ccc3Cl)o2)c(C)c1	-0.2	5.9*	-0.1	0	2.7	.	0	-1	-0.2	-1	0
Cc1cc(N2CCCC2)nc2ccc(NC(=S)NCCCN3CCC(C)CC3)cc12	-1.2	0.7	0.4	-129	2.0	-0.7	8	-234	-0.6	-139	-55
CN(CC(=O)Nc1cccc(F)c1)C(=O)COc1cccc2c1OC(C)(C)C2	-1.5	-2.5	-3.4	-2	-0.3	-0.1	-10	-10	-0.9	-5	-1
COc1ccc(CNC(=O)[C@@H](NC(=O)C2CCN(S(=O)(=O)c3ccccc3)CC2)C(C)C)cc1	-1.5	0.4	-0.1	0	-1.8	0.1	-1	-9	-1.4	-7	-3

Part of the list above with just ssDAF-12 act and HGIII-sPLA2 inh:
molecule | ssDAF-12 act | HGIII-sPLA2 inh
CC1CCCCC12NC(=O)N(CC(=O)NCCc1ccccc1)C2=O (configuration not stated) | -0.8 | 3
COc1ccc(Cl)cc1C(=O)NNC(=O)CCNS(=O)(=O)c1ccccc1 | -0.7 | -6
COc1ccc(NC(=O)CSc2ccccn2)cc1OC | -0.6 | 2
C/C(=C\C(=O)C(F)(F)F)Nc1cc(C)cc(C)c1 | -0.9 | 6
O=C(O)CCn1c2c(c3ccccc31)CCCC2 | -1.6 | 4

Next compounds follow:
SMILES	hcDAF12 agonist	DAX1 inh-1	hgDAF-12 ag	PLC-gamma1 inh	FXN GAA850 act	DAX1 inh-2	HGIII-sPLA2 inh	ADAM10 inh	ssDAF-12 act	PLCb3 inh	ADAM17 inh
CC1CCCCC1NC(=O)COC(=O)c1ccc(N(C)C)cc1 (configuration not stated)	-2.1	-1.1	-1.5	3	1.9	1.2	4	7	-1.1	2	2
COc1cc(OC)c(C(=O)Nc2ccncc2)cc1OC	-0.5	-0.5	1.3	-9	0.4	2.9	-1	-4	-1.5	-12	-6
O=C(NCC(=O)N(c1cccnc1)C(C(=O)NC1CCCC1)c1cccs1)c1cccs1 (configuration not stated)	2.2	-0.2	0.7	2	-0.6	1.4	6	-5	-1.2	-1	1
CCOC(=O)c1ccc(N2C(=O)CC(Sc3nc(O)c(CC)c(=O)[nH]3)C2=O)cc1 (configuration not stated)	-0.1	-0.9	-0.3	1	-1.7	0.6	7	2	-1.0	3	-1
O=C(CN(C(=O)c1csnn1)c1cccc2c1CCCC2)NCc1ccccc1	-0.4	0.0	0.0	-2	-0.1	2.9	3	3	-1.0	-8	-4
Cc1ccc(S(=O)(=O)N(C)C)cc1NC(=O)C1CCCN(C(=O)c2ccc(Cl)cc2)C1 (configuration not stated)	-1.3	-1.6	-1.4	3	2.7	1.4	1	-8	-1.0	-3	-2

ssDAF-12 act: hit marks shown above
compound,hcDAF12 agonist,DAX1 inh-1,PLC-gamma1 inh,FXN GAA850 act,DAX1 inh-2,HGIII-sPLA2 inh,ADAM10 inh,ssDAF-12 act,PLCb3 inh,ADAM17 inh
Cc1ccsc1/C=N/Nc1nc2ccccc2s1,21*,7.1*,-50,2.7,2.9,6,-6,5.5*,-58,4
